High-throughput results from PubChem.
PAD4 inh: human PAD4 inhibitors, primary screen, biochemical, fluorescence polarization, 1536-well format; Protein-arginine deiminase type-4 (Homo sapiens), Q9UM07; recombinant PAD4, RCA probe fluorescence polarization; inhibition, % at 6.36 µM; actives 0.41% (n = 330,000); AID 485272, 2010;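 active means percent inhibition above a cutoff equal to the mean of all tested compounds plus 3 SD, cut at about 15% in these data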;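 further: 0% = PAD4 with RCA probe and DMSO and 100% = probe without PAD4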
PAFAH2 inh: PAFAH2 enzyme inhibitors, primary screen, biochemical, fluorescence polarization, human | actives 0.99% (n = 340,000) | Platelet-activating factor acetylhydrolase 2, cytoplasmic (Homo sapiens), Q99487 | recombinant PAFAH2, FP-rhodamine activity probe | AID 492956, 2010 | inhibition, % at 3.39 µM;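 active means inhibition above the mean over all tested compounds plus 3 SD, cut at about 30% in these data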;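 further: inhibitors block probe labeling of enzyme so polarization drops; 0% = enzyme with DMSO and 100% = wells lacking PAFAH2 protein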
PAFAH1B2 inh: PAFAH1B2 enzyme inhibitors, primary screen, biochemical, fluorescence polarization, human. actives 1.2% (n = 340,000). inhibition, % at 3.39 µM. recombinant PAFAH1B2, FP-rhodamine activity probe. Platelet-activating factor acetylhydrolase IB subunit alpha2 (Homo sapiens), P68402. AID 492953, 2010;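 active means inhibition above the mean of all tested compounds plus 3 SD, cut at about 24% in these data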;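 further: 0% = enzyme with DMSO and 100% = wells lacking PAFAH1B2; many of its hits are not listed in these tables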
pPAFAH inh: pPAFAH enzyme inhibitors, primary screen, biochemical, fluorescence polarization, human; actives 1.5% (n = 330,000); Platelet-activating factor acetylhydrolase (Homo sapiens), Q13093; recombinant pPAFAH, FP-rhodamine probe fluorescence polarization; inhibition, % at 3.39 µM;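 active means inhibition above the mean inhibition across the screen plus 3 SD, cut at about 25% in these data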;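 further: inhibitors block binding of the rhodamine activity-based probe so polarization drops; 0% = enzyme with DMSO and 100% = wells lacking pPAFAH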
Target sequence (Q13093 whole entry, looked up): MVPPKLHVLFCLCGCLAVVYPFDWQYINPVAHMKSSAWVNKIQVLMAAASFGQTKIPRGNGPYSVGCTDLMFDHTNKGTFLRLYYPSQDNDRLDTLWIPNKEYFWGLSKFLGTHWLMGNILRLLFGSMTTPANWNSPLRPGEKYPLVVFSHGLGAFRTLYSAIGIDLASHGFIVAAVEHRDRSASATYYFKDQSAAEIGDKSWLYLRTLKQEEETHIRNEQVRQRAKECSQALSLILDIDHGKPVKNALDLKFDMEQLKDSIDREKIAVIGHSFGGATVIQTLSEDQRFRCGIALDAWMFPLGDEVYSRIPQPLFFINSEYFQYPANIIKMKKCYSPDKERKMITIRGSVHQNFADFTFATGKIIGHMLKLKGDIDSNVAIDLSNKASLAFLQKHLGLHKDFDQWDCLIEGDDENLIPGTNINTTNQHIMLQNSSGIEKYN
LYPLA2 inh: LYPLA2 inhibitors, primary screen, counter-screen for PME1 inhibitor project, biochemical, fluorescence polarization, FP-Rh probe ABPP; Acyl-protein thioesterase 2 (Homo sapiens), O95372; recombinant LYPLA2; inhibition, % at 5.9 µM; actives 0.38% (n = 320,000); AID 2177, 2009;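 active means inhibition above the screen-wide mean plus 3 SD, limit set per campaign, cut at about 26% in these data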;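 further: 0% = LYPLA2 with DMSO and 100% = wells lacking LYPLA2 enzyme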
Target sequence (O95372 whole entry, looked up): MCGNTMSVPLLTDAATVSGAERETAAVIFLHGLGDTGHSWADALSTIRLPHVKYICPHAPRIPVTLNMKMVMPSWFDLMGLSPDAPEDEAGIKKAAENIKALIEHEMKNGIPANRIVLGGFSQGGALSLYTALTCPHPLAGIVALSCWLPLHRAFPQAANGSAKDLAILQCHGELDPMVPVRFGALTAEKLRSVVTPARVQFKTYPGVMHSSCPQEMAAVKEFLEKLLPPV
PAFAH1B3 inh: PAFAH1B3 enzyme inhibitors, primary screen, biochemical, fluorescence polarization, human | Platelet-activating factor acetylhydrolase IB subunit alpha1 (Homo sapiens), Q15102 | recombinant PAFAH1B3, FP-rhodamine probe | inhibition, % at 3.39 µM | actives 0.28% (n = 340,000) | AID 492972, 2010;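 active means inhibition above the screen-wide average of all tested compounds plus 3 SD, cut at about 25% in these data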;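 further: 0% = enzyme with DMSO only and 100% = wells lacking PAFAH1B3 protein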
LYPLA1 counter: LYPLA1 inhibitors, primary screen, counter-screen for PME1 inhibitor project, biochemical, fluorescence polarization, FP-Rh probe ABPP; inhibition, % at 5.9 µM; recombinant LYPLA1; actives 0.16% (n = 320,000); AID 2174, 2009; Acyl-protein thioesterase 1 (Homo sapiens), O75608;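 active means inhibition above the mean of all tested compounds plus 3 SD, set per campaign, cut at about 14% in these data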;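 further: inhibitors block serine hydrolase probe labeling of LYPLA1 so polarization falls; 0% = enzyme with DMSO and 100% = wells lacking LYPLA1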
Target sequence (O75608 whole entry, looked up): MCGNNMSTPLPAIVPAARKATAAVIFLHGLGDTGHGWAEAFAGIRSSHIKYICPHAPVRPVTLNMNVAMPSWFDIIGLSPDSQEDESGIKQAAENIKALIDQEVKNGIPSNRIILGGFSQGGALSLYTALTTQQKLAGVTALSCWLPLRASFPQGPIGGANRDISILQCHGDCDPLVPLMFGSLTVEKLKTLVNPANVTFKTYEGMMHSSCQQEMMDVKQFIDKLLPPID
PME-1 primary: PME-1 inhibitors via competitive probe labeling, primary screen, biochemical, fluorescence polarization, FP-Rh probe, HTS; recombinant PME-1; inhibition, % at 5.9 µM; actives 0.53% (n = 320,000);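 active means inhibition above the campaign mean of all compounds plus 3 SD, cut at about 26% in these data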;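 further: competitive labeling of PME-1 active site by serine hydrolase directed probe; 0% = PME-1 with DMSO and 100% = wells lacking PME-1 enzyme; inhibitors block probe labeling so polarization falls and inhibition rises; many of its hits are not listed in these tables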
GSTO1 inh: inhibitors of recombinant GSTO1, primary screen, counter-screen for RBBP9 inhibitor project, biochemical, fluorescence polarization | inhibition, % at 5.96 µM | AID 1974, 2009 | activity-based probe fluorescence polarization | Glutathione S-transferase omega-1 (Homo sapiens), P78417 | actives 1.1% (n = 300,000);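 active means inhibition above the campaign mean inhibition plus 3 SD, cut at about 35% in these data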;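 further: 0% = GSTO1-1 with DMSO and 100% = wells lacking GSTO1-1 enzyme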
* = called active by the depositor; / = no result given. Only part of the results is shown, so the mix of outcomes need not match the whole.

Screens in order – PAD4 inh	PAFAH2 inh	PAFAH1B2 inh	pPAFAH inh	LYPLA2 inh	PAFAH1B3 inh	LYPLA1 counter	PME-1 primary	GSTO1 inh
#1 COc1ccc(-c2nnc(SCc3ccccc3F)o2)cc1
→ 0	3	9	6	2	7	-5	6	3
#2 Cn1nc(-c2ccc(C(=O)Nc3ccc(F)cc3)cc2)c2ccccc2c1=O
→ 0	/	/	0	-3	/	-3	-2	-7
#3 CCOC(=O)C1(Cc2cccc(OC)c2)CCCN(CCO)C1 (stereo not given)
→ 3	8	1	-11	-3	8	1	-10	-5
#4 CC(NC(=O)CN(c1ccc(F)cc1)S(C)(=O)=O)c1ccccc1 (stereo not given)
→ 1	1	14	-7	1	8	-1	-10	0
#5 Cc1cc(OCCCCCNCCO)ccc1Cl
→ 1	-6	2	-1	7	-2	-2	6	9
#6 COc1ccccc1NC(=O)CCN1C(=O)/C(=C/c2cc(OC)c(OC)c(OC)c2)SC1=S
→ 4	-4	0	3	6	-2	3	-2	4
#7 O=C(NN=C1CCCCCC1)NC1CCCCC1
→ -5	-11	1	5	6	1	0	8	-8
#8 Cc1ccc(NC(=O)CSc2nnc(C)c(=O)[nH]2)cc1C
→ -1	1	-1	-2	-4	-3	2	-2	3
#9 C=CCNC(=S)NNC(=O)c1csc(C)c1CC
→ 3	11	-7	0	-4	-4	-1	1	3
#10 O=C(O)CCCC(=O)Nc1ccc(Oc2cccc(C(F)(F)F)c2)nc1
→ -6	/	/	-5	4	/	-1	0	-4
#11 Cc1cc(S(=O)(=O)Nc2ccc(C(=O)NCc3ccncc3)cc2)ccc1F
→ 1	0	3	1	-6	-4	-1	7	3
#12 CC(C)(C)C(=O)O/N=C(\N)c1ccc([N+](=O)[O-])s1
→ -5	-2	3	5	3	-3	0	-1	2
#13 CCOC(=O)c1ccc(NC(=O)NC2CC3CCC(C2)N3C(=S)NC)cc1 (stereo not given)
→ 1	0	-2	-1	-1	0	2	7	5
#14 CCCOc1ccc(Cc2nn[nH]n2)cc1
→ 0	-1	2	3	5	6	1	-1	3
#15 CCN(CC)S(=O)(=O)c1ccc2c(c1)nc(CCC(=O)O)n2CC
→ -3	8	6	-4	-6	-1	0	-7	-3
#16 COc1ccc(S(=O)(=O)N2CCCC2CNC(=O)C(=O)NC2CCCCCC2)cc1 (stereo not given)
→ -3	0	2	6	2	-1	-2	4	-5
#17 COc1ccc(N(CC(=O)NC(C)(C)C)C(=O)c2ccco2)cc1
→ -6	3	7	4	7	1	3	4	2
#18 Cc1cccc(N(CC(O)CN2CCCC2)S(=O)(=O)c2ccccc2)c1 (stereo not given)
→ -1	-8	5	3	-3	-11	-3	-8	2
#19 NS(=O)(=O)c1ccc(CNS(=O)(=O)c2cccc3nonc23)cc1
→ -2	/	/	-6	-9	/	0	11	15
#20 CCOC(=O)N1CCN(C(=O)c2ccc3[nH]c(C)c(C)c3c2)CC1
→ -2	0	7	0	/	9	/	/	/
#21 C[C@H]1CN=C(N(C)C)N1CC1CCCCC1
→ 1	7	-1	4	1	1	3	-6	8
#22 COc1ccc(NS(=O)(=O)c2ccc(O)c(C(=O)OCC(=O)NC3CCCCC3)c2)cc1
→ 0	41*	20	27*	2	11	2	-5	-10
#23 C=CCn1c(SCC(=O)c2ccc(O)c(O)c2)nnc1-c1cccnc1
→ 1	24	4	50*	3	7	-2	-3	40*
#24 Cc1ccccc1Nc1cc(C(=O)NCc2ccco2)c2ccccc2n1
→ -11	6	-3	-1	-9	2	-8	-7	2
#25 CCCCSc1nnc(-c2ccc(C)cc2)c2ccccc12
→ 0	-12	2	4	0	8	-1	2	-3
#26 COCCn1c(Cc2cccn2C)nnc1SCC(=O)NCc1ccc2c(c1)OCO2
→ 2	0	2	6	0	9	1	3	5
#27 CNc1nc(=S)[nH]c2ccccc12
→ 3	1	0	3	1	0	2	1	3
#28 COC(=O)c1cc(Cl)c(NC(=O)c2ccco2)cc1OC
→ 2	3	2	6	5	4	0	5	-7
#29 O=C(Nc1ccc(S(=O)(=O)Nc2ncccn2)cc1)C12CC3CC(CC(C3)C1)C2
→ 4	12	13	1	5	9	1	4	-25
#30 O=C(OCC(F)(F)F)c1cccc(COc2ccc3ccccc3c2)c1
→ -5	-6	5	-4	-4	3	-4	-7	0
#31 COc1ccc(C2(O)CC3CCC(C2)N3c2nc(C)cc(C)c2C#N)cc1 (stereo not given)
→ 3	1	-1	-1	-3	5	-4	3	-1
#32 COc1ccc(C(=O)N/N=C/c2sc(N3CCOCC3)nc2-c2ccccc2)cc1OC
→ 1	-4	3	13	4	-4	3	-28	4
#33 Cc1sc2ccc3sccc3c2[n+]1C
→ 17*	3	3	0	2	4	-2	-8	4
#34 CN1C(C(=O)NCc2ccccc2)CC2Cn3c(nc4ccccc43)C21 (stereo not given)
→ -9	0	-3	2	-2	6	0	5	1
#35 COc1cc(/C=N/NC(=O)c2cc(-c3cccs3)nc3ccccc23)ccc1O
→ -1	-5	4	6	-4	0	-12	8	-4
#36 CCOc1ccc(-c2csc(Cn3c(CN4CCN(C)CC4)nc4ccccc4c3=O)n2)cc1
→ -4	-1	3	2	3	-1	-5	4	-9
#37 CC(=O)COC(=O)c1ccc2noc(-c3ccccc3)c2c1
→ -3	5	-1	-2	-3	15	-4	2	-1
#38 Cc1ccc(-n2c(-c3ccccc3)cc(/C=N/NC(=O)CC#N)c2-c2ccccc2)cc1
→ -6	/	/	-3	-3	/	-1	2	6
#39 COc1ccc(-n2c(=O)c3c4c(sc3n(CC(=O)NCc3ccco3)c2=O)CCC4)c(OC)c1
→ -6	2	0	2	-3	0	0	-4	-7
#40 COc1ccc(C(=O)NCCNC(=O)c2ccc(OC)cc2)cc1
→ 4	-2	1	-2	4	4	2	2	-3

One compound at a time (already shown). Order of screens: PAD4 inh | PAFAH2 inh | PAFAH1B2 inh | pPAFAH inh | LYPLA2 inh | PAFAH1B3 inh | LYPLA1 counter | PME-1 primary | GSTO1 inh
Results for `C[C@H]1CN=C(N(C)C)N1CC1CCCCC1` : 1 | 7 | -1 | 4 | 1 | 1 | 3 | -6 | 8
Results for `O=C(OCC(F)(F)F)c1cccc(COc2ccc3ccccc3c2)c1` : -5 | -6 | 5 | -4 | -4 | 3 | -4 | -7 | 0

Another view of eight compounds above.
#	canonical_smiles	PAD4 inh	PAFAH2 inh	PAFAH1B2 inh	pPAFAH inh	LYPLA2 inh	PAFAH1B3 inh	LYPLA1 counter	PME-1 primary	GSTO1 inh
33	Cc1sc2ccc3sccc3c2[n+]1C	17*	3	3	0	2	4	-2	-8	4
34	CN1C(C(=O)NCc2ccccc2)CC2Cn3c(nc4ccccc43)C21 (stereo not given)	-9	0	-3	2	-2	6	0	5	1
35	COc1cc(/C=N/NC(=O)c2cc(-c3cccs3)nc3ccccc23)ccc1O	-1	-5	4	6	-4	0	-12	8	-4
36	CCOc1ccc(-c2csc(Cn3c(CN4CCN(C)CC4)nc4ccccc4c3=O)n2)cc1	-4	-1	3	2	3	-1	-5	4	-9
37	CC(=O)COC(=O)c1ccc2noc(-c3ccccc3)c2c1	-3	5	-1	-2	-3	15	-4	2	-1
38	Cc1ccc(-n2c(-c3ccccc3)cc(/C=N/NC(=O)CC#N)c2-c2ccccc2)cc1	-6	/	/	-3	-3	/	-1	2	6
39	COc1ccc(-n2c(=O)c3c4c(sc3n(CC(=O)NCc3ccco3)c2=O)CCC4)c(OC)c1	-6	2	0	2	-3	0	0	-4	-7
40	COc1ccc(C(=O)NCCNC(=O)c2ccc(OC)cc2)cc1	4	-2	1	-2	4	4	2	2	-3

The results go on.
Screens in order – PAD4 inh	PAFAH2 inh	PAFAH1B2 inh	pPAFAH inh	LYPLA2 inh	PAFAH1B3 inh	LYPLA1 counter	PME-1 primary	GSTO1 inh
#41 O=C1CCCCc2sc(Br)c([N+](=O)[O-])c2N1
→ -3	6	4	6	10	11	0	4	11
#42 O=C(Oc1ccccc1)Oc1ccc2c(c1)oc(=O)c1ccccc12
→ 0	-2	4	5	2	25	2	-3	7
#43 CCC(NC(=O)CNC(=O)CNC(=O)c1ccc(Cl)cc1Cl)c1ccc(C)cc1 (stereo not given)
→ 4	-1	13	3	-1	-3	-2	6	-2
#44 Cc1ccnc2nc(C(=O)Nc3cc(Cl)ccc3N3CCOCC3)nn12
→ 1	11	4	1	-7	1	-2	7	-7
#45 Oc1ccc(/C=N\Nc2nncc(-c3ccccc3)n2)cc1
→ -2	8	5	10	-8	-1	-6	9	0
#46 Cc1ccc(NC(=O)C2C3C=CC4(O3)C2C(=O)N(CCCN2CCCCC2)C4C(=O)NC2CCCCC2)cc1Cl (stereo not given)
→ 2	-9	3	2	1	2	6	3	-6
#47 FC(F)(F)c1cc(Cl)c2nc(-c3ccccc3)cn2c1
→ 2	4	-2	4	2	3	0	0	-6
#48 COc1ccccc1OCC(=O)NCc1n[nH]c(=O)c2ccccc12
→ -1	3	9	1	0	-2	-1	3	3
#49 O=C(/C=C/c1ccccc1)NNC(=O)C1CC1
→ -2	13	4	-1	1	2	0	-2	0
#50 CC(Oc1ccc(-n2cnnn2)cc1)C(=O)O (stereo not given)
→ 3	4	0	-1	-2	5	0	2	14
#51 Cn1c(SCC(=O)Nc2cccc(O)c2)nnc1-c1ccc(S(=O)(=O)N2CCOCC2)cc1
→ -3	2	0	-1	5	-3	-1	-7	1
#52 COc1cccc(NC(=O)c2c(F)cccc2F)c1
→ -5	1	-1	5	7	4	0	2	-2
#53 Cc1ccc(/C=N/NC(=O)Nc2ccccc2)o1
→ 0	-5	0	4	5	4	-2	0	0
